Vif imaging – HIV Vif inhibition. inhibition, % at 7.49 µM. actives 0.35% (n = 340,000). HEK293T cells, Vif self-association by quenched fluorescence, imaging, 24 h; in the data active means inhibition above about 50%, passing the limit was not always enough; inconclusive means no clear call, values can overlap the other calls; inactive means below about 31%; further: some results filed as inactive read as strong as hits
NR2F2 inh – NR2F2 (human) inhibition, primary screen. HEK293T NGFI-A luciferase reporter, luminescence. inhibition, % at 8.6 µM. actives 0.7% (n = 370,000). AID 686940;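 active means inhibition above a per-plate cutoff, mean inhibition of test wells between control levels plus 3 SD, cut at about 38% in these data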;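 further: cells cotransfected with COUP-TFII expression vector driving the NGFI-A reporter; 0% = median of COUP-TF2 test wells and 100% = reporter-only cells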
LRH-1 inv ag – NR5A2 inverse agonism in reporter assay; inhibition, % at 3.6 µM; HEK293T StAR-luciferase reporter, LRH-1 transfected, 24 h; AID 602396; actives 0.13% (n = 360,000);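 active means inhibition above the mean inhibition of all tested compounds plus 3 SD, cut at about 73% in these data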;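 further: 0% = DMSO wells and 100% = reporter-only cells lacking LRH-1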
Target sequence (O00482 whole entry, looked up): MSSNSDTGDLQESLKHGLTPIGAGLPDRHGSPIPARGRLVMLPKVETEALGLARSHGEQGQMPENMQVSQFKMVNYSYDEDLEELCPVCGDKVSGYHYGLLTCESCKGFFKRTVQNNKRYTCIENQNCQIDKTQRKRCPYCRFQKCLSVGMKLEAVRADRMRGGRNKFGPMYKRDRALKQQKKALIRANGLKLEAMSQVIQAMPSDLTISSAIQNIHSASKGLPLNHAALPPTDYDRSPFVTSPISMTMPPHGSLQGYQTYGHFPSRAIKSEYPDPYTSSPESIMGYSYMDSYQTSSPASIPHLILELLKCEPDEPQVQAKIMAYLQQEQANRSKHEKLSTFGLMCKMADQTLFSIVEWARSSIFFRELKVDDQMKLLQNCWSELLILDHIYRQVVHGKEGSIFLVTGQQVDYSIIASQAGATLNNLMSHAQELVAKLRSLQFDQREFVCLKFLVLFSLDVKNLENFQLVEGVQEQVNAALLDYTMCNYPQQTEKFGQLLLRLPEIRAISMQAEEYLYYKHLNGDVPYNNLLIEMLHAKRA
NOD2 RIPK2 PPI – blocks binding of human NOD2 to RIPK2; O43353; actives 0.38% (n = 360,000); AID 624267; CHO BLA complementation NOD2-RIPK2, CCF4 ratio; inhibition, % at 4.98 µM; in the data active means inhibition above about 21%;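 further: 0% = vehicle only and 100% = reference blocker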
Target sequence (O43353 whole entry, looked up): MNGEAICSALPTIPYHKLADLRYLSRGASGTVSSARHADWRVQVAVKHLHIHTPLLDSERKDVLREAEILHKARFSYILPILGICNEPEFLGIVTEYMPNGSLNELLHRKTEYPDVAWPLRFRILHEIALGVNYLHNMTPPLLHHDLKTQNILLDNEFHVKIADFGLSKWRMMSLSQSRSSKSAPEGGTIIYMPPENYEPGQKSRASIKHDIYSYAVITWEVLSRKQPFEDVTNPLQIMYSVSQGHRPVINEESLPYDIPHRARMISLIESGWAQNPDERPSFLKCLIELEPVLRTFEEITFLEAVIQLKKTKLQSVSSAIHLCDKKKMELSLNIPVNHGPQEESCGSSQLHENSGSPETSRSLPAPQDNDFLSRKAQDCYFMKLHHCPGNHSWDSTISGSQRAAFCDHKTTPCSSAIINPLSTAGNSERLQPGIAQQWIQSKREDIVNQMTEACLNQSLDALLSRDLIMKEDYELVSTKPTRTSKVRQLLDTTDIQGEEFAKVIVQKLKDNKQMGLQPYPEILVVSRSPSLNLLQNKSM
SRC1 inh – inhibitors of human steroid receptor coactivator 1 (SRC1); Q15788; HEK293 GAL4-SRC1 luciferase reporter, luminescence; inhibition, % at 3.6 µM; actives 0.12% (n = 360,000); AID 588354;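 active means inhibition above the campaign mean plus 3 SD, with each screening campaign given its own cutoff, cut at about 60% in these data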;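 further: 0% = DMSO treated cells and 100% = gossypol at 36 µM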
SRC3 inh – human NCOA3 inhibition | Q9Y6Q9 | HEK293 GAL4-SRC3 luciferase reporter, luminescence | inhibition, % at 3.6 µM | actives 0.17% (n = 360,000) | AID 588352;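 active means inhibition above a per-campaign cutoff, the mean of all compounds plus 3 SD, cut at about 60% in these data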;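 further: 0% = DMSO-treated cells and 100% = gossypol-treated cells at 36 µM; higher means less SRC3-driven luciferase light from the GAL4 reporter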
TLR9-MyD88 inh – inhibitors of human TLR9-MyD88 binding; Q9NR96+Q99836; CHO BLA complementation TLR9-MyD88, CCF4 FRET ratio; inhibition, % at 4.98 µM; actives 0.21% (n = 340,000); AID 504734;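 active means inhibition above the mean over all tested compounds plus 3 SD, cut at about 21% in these data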;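 further: 0% = DMSO only wells and 100% = clavulanate BLA inhibitor control wells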
EBV LMP1 NFkB – reduces LMP1-driven NF-kappaB luciferase signal; LMP1-induced NF-kappaB luciferase reporter cells, luminescence; inhibition, % at 12.5 µM; actives 0.69% (n = 350,000); in the data active means inhibition above about 41%; inconclusive means no clear call, values can overlap the other calls;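 further: 0% = neutral control wells and 100% = reference inhibitor control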
TROY NFkB inh – TROY signaling inhibition | Q293 LMP1-TROYcd NF-kB luciferase reporter, 4 h | inhibition, % at 10 µM | actives 0.98% (n = 360,000);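 active means compounds whose plate-normalised and pattern-corrected inhibition of the luciferase reporter signal at the single screening dose is 50% or more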
NCOA2 inhibitor – human SRC2 (NCOA2) inhibition; Q15596; HEK293 GAL4-SRC2 luciferase reporter, luminescence; inhibition, % at 9 µM; actives 0.17% (n = 370,000); AID 651957;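 active means inhibition above the mean inhibition of all tested compounds plus 3 SD, set per campaign, cut at about 52% in these data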;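 further: 0% = DMSO treated cells and 100% = cells given Gossypol at 36 µM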
TRAIL sens C8 – sensitizes caspase-8 expressing cells to TRAIL. NB7+C8 cells + TRAIL, ATPlite viability luminescence. inhibition (viability loss, TRAIL sensitization), % at 10 µM. AID 624354. actives 1% (n = 360,000);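 active means compounds causing at least 50% loss of cell viability in the single-dose screen, relative to plate controls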
Starred values were filed as active, the others as inactive; ? = inconclusive; · = not tested or not shown.

| structure | Vif imaging | NR2F2 inh | LRH-1 inv ag | NOD2 RIPK2 PPI | SRC1 inh | SRC3 inh | TLR9-MyD88 inh | EBV LMP1 NFkB | TROY NFkB inh | NCOA2 inhibitor | TRAIL sens C8 |
| --- | --- | --- | --- | --- | --- | --- | --- | --- | --- | --- | --- |
| N#C/C(=C\c1cccnc1)C(=O)Nc1ccc(Cl)cc1 | -6 | 3 | 16 | -15 | -41 | 9 | -6 | 2 | -6 | -7 | 20 |
| Cc1cccnc1CN1CCN(Cc2nc(C(c3ccccc3)c3ccccc3)no2)CC1 | 2 | 12 | 8 | -1 | 1 | 1 | 4 | -11 | -1 | 13 | -9 |
| COc1ccc(NC(=O)CN(C)C(=O)CNC(=O)C2CCCCC2)cc1 | -9 | 4 | -10 | -70 | 7 | 8 | -1 | -2 | -2 | -9 | -1 |
| C[C@H]1COC(=O)[C@@H](Cc2ccc(F)cc2)CC/C=C/C[C@H](CC(=O)N(CCO)Cc2ccccc2)C(=O)N1 | 0 | 11 | 6 | 6 | 2 | -12 | -7 | 5 | -4 | 6 | -10 |
| CCCOc1ccc(CNC(=O)CCC(=O)n2ncc3cc(C)ccc32)cc1 | 7 | -4 | -48 | -4 | 6 | -19 | -6 | 1 | 4 | 2 | 2 |
| CCc1nc(N2CCN(C(=O)c3ccco3)CC2)c(C#N)c2c1COC(C)(C)C2 | 1 | 4 | -11 | 9 | 5 | -8 | -16 | 11 | 1 | 9 | -3 |
| CC(c1ccccn1)C(C)(O)C(C)c1ccccn1 (stereo unspecified) | 5 | -5 | 11 | 10 | 4 | -6 | -5 | 4 | -2 | 6 | 5 |
| CCOC(=O)N1CCC(NC(=O)C(Cc2ccccc2)NC(=O)C2CCCCC2)CC1 (stereo unspecified) | 16 | -3 | -7 | -5 | 4 | -7 | 8 | -40 | 5 | 14 | -6 |
| O=C(CCc1nc2ccccc2[nH]1)Nc1ccccc1 | -7 | -13 | -10 | 4 | -7 | 9 | -20 | 2 | 1 | -28 | -11 |
| CC(C)=NNC(=O)CN1C(=O)NC2NC(=O)NC21 (stereo unspecified) | -11 | 14 | 1 | -13 | -3 | -7 | 4 | -2 | 12 | -3 | -5 |
| CCOC(=O)c1c(CSc2ccc(CC)cc2)oc2ccc(O)c(CN(C)C)c12 | -5 | 27 | 29 | 12 | 16 | 13 | -3 | -15 | 26 | 23 | 25 |
| CC(=O)N1c2ccccc2C(=O)OC1c1cccnc1 (stereo unspecified) | 28 | 9 | -12 | -5 | -2 | -1 | -1 | 6 | -20 | -16 | 4 |
| CSCCC(NC(=O)COc1ccccc1)C(=O)N1CCN(c2ccccc2Cl)CC1 (stereo unspecified) | 0 | 16 | -14 | 0 | -1 | 22 | -6 | 1 | -3 | -3 | 7 |
| Cc1ccc(NC(=O)CN2CCc3cc4c(cc3C2C)OCCCO4)cc1C (stereo unspecified) | -6 | 12 | -3 | -8 | 8 | 5 | 3 | 7 | -8 | -14 | -5 |
| Cc1cc(C)nc(-n2nc(C)cc2NC(=O)COC(=O)CCC(=O)c2cccs2)n1 | -9 | 6 | 10 | 1 | -3 | -3 | -13 | 14 | -3 | -30 | -21 |
| C=CCSc1nnc2c(n1)[nH]c1c(C)cccc12 | -11 | -31 | -100 | 11 | -62 | -35 | 4 | -54 | -9 | -19 | 35 |
| O=C(CSc1ccc2nnc(-c3ccccn3)n2n1)Nc1ccc(F)cc1F | -6 | 10 | -3 | -10 | 3 | 12 | 1 | -3 | -4 | -7 | 5 |
| O=C(/C=C/c1ccccc1)Oc1cccc(C(=S)N2CCOCC2)c1 | -8 | 11 | 2 | 1 | -12 | -4 | 5 | -4 | 8 | -10 | -6 |
| CCOc1cccc(-c2cc(C(=O)NN)[nH]n2)c1 | -3 | -19 | -42 | -1 | -21 | 3 | 5 | 4 | -13 | -75 | -3 |
| CCCN(CC(=O)c1cc(C)n(C)c1C)S(=O)(=O)c1cccc(C(F)(F)F)c1 | -5 | 15 | -20 | -6 | 1 | -27 | -9 | -3 | 16 | 17 | -3 |
| C/[N+]([O-])=C\CC(=O)c1ccc(-c2ccccc2)cc1 | 12 | -13 | -11 | -9 | -9 | -7 | -3 | 4 | 3 | -38 | -2 |
| C=CCc1ccc(OCCCOc2ccc(C)c(C)c2)c(OC)c1 | 8 | -1 | -1 | 1 | 11 | -8 | 4 | 8 | -1 | 7 | -13 |
| Cc1ccc(S(=O)(=O)N[C@H](C(=O)OCn2nnc3ccccc3c2=O)C(C)C)cc1 | -1 | 18 | 12 | 0 | 3 | 18 | 2 | -5 | 16 | 24 | -8 |
| Cc1cccc(C2=NOC(=O)/C2=C\c2ccccc2F)c1 | -2 | 8 | -17 | 2 | 4 | -15 | -5 | 8 | -4 | -39 | 2 |
| O=C1NCCN(Cc2ccoc2)C1CC(=O)N(CCO)Cc1ccccc1 (stereo unspecified) | -1 | 1 | -19 | -9 | -34 | 5 | 17 | 6 | -19 | -2 | -1 |
| O=C(N/N=C/c1oc(O)c2ccccc12)c1ccccc1O | -7 | -4 | 10 | -10 | -28 | -2 | 7 | -1 | -3 | -33 | 0 |
| O=C(NNc1ccc([N+](=O)[O-])cc1)C12CC3CC(CC(C3)C1)C2 | 5 | 10 | 12 | -4 | 12 | 11 | -3 | -7 | -6 | 24 | -4 |
| CNc1cnc(-c2cc(OC)c(OC)c(OC)c2)cn1 | 6 | -22 | -5 | -6 | 6 | -8 | · | · | 16 | -15 | -12 |
| CN(C)C(=O)c1c(C(F)(F)F)nn(C)c1Cl | 5 | -20 | 11 | -2 | -32 | -1 | -6 | -2 | -2 | -30 | -3 |
| COc1ccc(CCN(C)Cc2ccc(C(=O)Nc3ccccc3)cc2)cc1OC | -8 | 15 | 15 | -7 | -5 | 8 | -3 | 8 | -10 | 25 | 18 |
| Cc1ccc(C(=O)ON=C2CCN(S(=O)(=O)c3ccccc3)CC2)cc1 | · | -16 | 3 | 9 | -2 | 4 | 5 | 1 | 2 | -8 | 15 |
| CCCN1C(=O)S/C(=C\c2ccc(N3CCOCC3)o2)C1=O | 6 | -2 | 14 | 25* | -29 | -41 | 19 | -2 | -1 | -6 | 5 |
| COCCNC(=O)C1(C)CCCN(Cc2cn(C)c3ccccc23)C1 (stereo unspecified) | 9 | -16 | -24 | -8 | 2 | -20 | · | · | -5 | -8 | 8 |
| Cc1ccc(N2CCN(c3ccc(C)cc3)C2c2ccncc2)cc1 | -3 | 6 | -11 | 7 | -3 | 14 | 3 | 5 | -4 | -6 | 12 |
| COc1cc(C2CC(c3cccs3)=NN2C(=O)CCl)ccc1OC(F)F (stereo unspecified) | -3 | -6 | -3 | 9 | 11 | 9 | -4 | 0 | -47 | 33 | 95* |
| Nc1nc(NCc2ccco2)nc(N2CCCC2)c1[N+](=O)[O-] | 0 | 4 | -14 | 2 | 8 | 12 | 1 | 4 | 10 | -2 | -6 |
| COc1ccc(N(CC(=O)N/N=C/c2ccc(OC)cc2OC)S(=O)(=O)c2ccccc2)cc1 | -11 | 16 | -1 | -5 | 8 | -2 | 3 | -4 | 7 | 3 | 11 |
| COc1ccc(N2CCN(Cc3nc(Cc4cccc(F)c4)no3)C(C)C2)cc1 (stereo unspecified) | -5 | -8 | 15 | -4 | 4 | 16 | -2 | 8 | -11 | 9 | 2 |
| COc1cc(/C=N/NC(=O)c2cc3c(ccc4ccccc43)o2)cc(OC)c1O | 5 | -35 | -6 | 1 | -18 | 1 | -13 | 2 | -5 | -24 | 15 |
| CCn1cc(CN2CCC(n3nccc3NC(=O)Cc3ccccc3)CC2)c(C)n1 | -2 | -11 | 5 | 1 | -14 | -1 | -7 | -1 | -6 | -28 | -1 |
| Cc1ccccc1NC(=O)c1nnn(-c2ccc3c(c2)OCCO3)c1N | -4 | -34 | -145 | -9 | -92 | -67 | 6 | -7 | -33 | -7 | 27 |
| Cc1cccc(C(=O)Nc2ncc(CN3CCOCC3)s2)c1 | 5 | 22 | 0 | -11 | -14 | 5 | 5 | 0 | -6 | 4 | 12 |
| Cn1nnnc1SCc1nnc(-c2ccccc2Br)o1 | 16 | -28 | -53 | -3 | -14 | -4 | -14 | -15 | -53 | -56 | -10 |
| CSc1nc(Nc2ccc(Cl)cc2)c(C#N)c(=O)[nH]1 | ? | -14 | 5 | -12 | -10 | -3 | -8 | 2 | 10 | 2 | 0 |
| CC1CN(c2nc3c(c(=O)[nH]c(=O)n3C)n2Cc2ccccc2F)CC(C)O1 (stereo unspecified) | 6 | -7 | 7 | 7 | -6 | 15 | -5 | 2 | -10 | -38 | 13 |
| Cc1ccc(C(=O)N2N=C(c3ccc(NS(C)(=O)=O)cc3)CC2c2cccs2)cc1 (stereo unspecified) | -6 | 2 | 4 | 3 | -17 | -15 | 12 | 7 | 3 | -22 | 3 |
| NC(=O)c1ccc(C(F)(F)F)n(Cc2ccc(Cl)cc2)c1=O | -9 | 14 | 3 | 0 | 7 | 21 | -4 | 4 | 14 | 2 | -8 |
| Cc1ccc(S(=O)(=O)c2nnn3c2nc(NCCCN2CCCC2=O)c2ccccc23)cc1C | -8 | 0 | 8 | 0 | 12 | 10 | 9 | 0 | 11 | 5 | 2 |
| COc1ccc2oc(C(=O)OCC(=O)N3CCCCC3C)c(C)c2c1 (stereo unspecified) | 1 | -21 | -42 | -8 | -36 | -18 | -4 | -6 | -38 | -16 | -7 |
| O=C(Cn1ccc([N+](=O)[O-])n1)c1ccccc1 | -6 | -1 | -13 | 1 | 2 | 11 | -8 | 4 | -12 | -5 | 2 |
| CC(C)(C)NC(=O)NC(=O)COC(=O)C1CCN(S(=O)(=O)c2cccs2)CC1 | -8 | -10 | -14 | -12 | -1 | 12 | 0 | -3 | -6 | -3 | -14 |
| COc1ccc(-c2cc(C(F)F)n3ncc(C(=O)Nc4ccc(C(=O)N5CCOCC5)cc4)c3n2)cc1 | 3 | 0 | 17 | 1 | 7 | -3 | 8 | -13 | -3 | -12 | 5 |
| C/C(=N\NC(=O)CSCc1ccc([N+](=O)[O-])cc1)c1ccccc1 | -5 | 17 | 3 | 4 | 2 | 14 | -12 | -5 | 17 | 27 | -6 |
| CCc1nnc(NC(=O)CN2CCN(c3ccccc3F)CC2)s1 | -4 | -22 | 3 | -6 | 0 | 9 | 8 | -7 | 11 | -21 | -5 |
| CN(c1ccccc1C(=O)O)S(=O)(=O)c1ccc2[nH]c(=O)[nH]c2c1 | 3 | 6 | -28 | 12 | 0 | 5 | -1 | 3 | 2 | -6 | -6 |
| CCOC(=O)c1nc(C)n(-c2cc(OC)c(Cl)cc2Cl)n1 | 0 | -5 | 1 | 5 | 7 | 18 | -9 | -18 | 3 | -23 | -1 |
| CCC(=O)c1ccc(OCC(=O)OCC(=O)c2cc(C)n(C3CC3)c2C)cc1 | 0 | 4 | 5 | -1 | -39 | -8 | 3 | 5 | 5 | -23 | -10 |

Screening results from PubChem BioAssay.

Only part of the results is shown. The share of hits here may be higher or lower than overall.
